AID2073: inhibitors of Mint1-CaV2.2 protein interaction, biochemical, HTRF (AID 2073); Voltage-dependent N-type calcium channel subunit alpha-1B (Homo sapiens); HTRF protein-protein interaction, Mint1-CaV2.2; higher % means a stronger effect; one-dose inhibition, % at 20 µM; IC50 in µM for titrated hits; 290,000 compounds, 0.19% hits; in the data active means inhibition mostly above about 51%, no sharp cut-off; inconclusive means no clear call, values can overlap the other calls; inactive means mostly below about 53%; further: some results filed as inactive read as strong as hits
Autophagy HCS: autophagy modulators in MEF cells, primary screen, imaging, high-content, MEF GFP-LC3; MEF GFP-LC3 puncta imaging; test concentration mostly 10 µM; calls only at 10 µM (by protocol); 190,000 compounds, 0.98% hits; AID 463193, 2010;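 active means percentage of spot-positive cells more than 3 SD above its plate mean, without a fluorescence outlier flag or 80% toxicity; inconclusive means no clear call, values can overlap the other calls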;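 further: spot-positive cell cutoff set from DMSO-treated cells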
RSV antiviral HEp-2: RSV antiviral activity via CPE protection, HEp-2 cells, primary 10 µM value included (AID 2391) | HEp-2 cells, RSV-induced CPE inhibition; higher % means a stronger effect | CPE inhibition, % at 10 µM; hits with a dose series show IC50 in µM | 310,000 compounds, 0.13% hits; in the data active means a potency from the dose series; inconclusive means CPE inhibition mostly from about 23% at the one dose, without a potency; inactive means the rest, 99 in 100 with CPE inhibition below about 21%; further: strong numbers were not always called active
Dengue-2 NS5 capping: Dengue-2 NS5 methyltransferase inhibitors, primary screen, biochemical, confirmation dose response (AID 588689); Genome polyprotein (Dengue virus type 2 (strain 16681-PDK53)); Dengue-2 NS5 methyltransferase capping enzyme assay, biochemical; higher % means a stronger effect; inhibition, % at 25 µM, or IC50 in µM where a hit was titrated; 340,000 compounds, 0.3% hits; in the data active means a potency from the dose series; inconclusive means inhibition above about 29% without an active follow-up result
WT yeast gro inh: growth inhibition of WT strain, primary screen, mitochondrial fusion inhibitor project, WT and mutant strains, chemical genetic; 190,000 compounds, 2.1% hits; mitochondrial fusion phenotypic screen; inhibition, % at 10 µM; in the data active means inhibition above about 58%; tested in S. cerevisiae
GPR35 arrestin U2OS: GPR35 antagonists blocking zaprinast-driven arrestin recruitment, primary screen, imaging, U2OS, beta-arrestin-GFP, zaprinast agonist (AID 2058) | G-protein coupled receptor 35 (Homo sapiens) | U2OS GPR35 beta-arrestin-GFP translocation imaging, zaprinast antagonism; higher % means a stronger effect | one-dose inhibition, % at 10 µM; IC50 in µM for titrated hits | 290,000 compounds, 0.052% hits;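 active means inhibition of at least 50% with at least 30 cells and total cytoplasm GFP at most 10,000,000; inconclusive means under 30 cells or total GFP of 10,000,000 plus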
LYP phosphatase: inhibitors of LYP phosphatase, biochemical, fluorescence intensity, uHTS (AID 1779). recombinant LYP phosphatase, fluorescence intensity; higher % means a stronger effect. 290,000 compounds, 0.054% hits. Tyrosine-protein phosphatase non-receptor type 22 (Homo sapiens). inhibition, % at 11.5 µM; hits with a dose series show IC50 in µM; in the data active means inhibition above about 50%;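 further: plate controls were vehicle with enzyme for no effect and no enzyme for full effect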
K1F lysis inhibition: inhibition of K1F phage lysis, E. coli UTI89, bacterial capsule biogenesis inhibitors, alamar blue (AID 488966); E. coli UTI89 K1F phage lysis, alamar blue, 2 h; higher % means a stronger effect; inhibition, % at 100 µM; hits with a dose series show IC50 in µM; 340,000 compounds, 0.02% hits;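 active means phage lysis inhibition, versus mean bacterial control, above a set limit; inconclusive means no clear call, values can overlap the other calls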;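 further: capsule biogenesis inhibitors block K1F phage lysis so surviving cells raise fluorescence; higher fluorescence means more inhibition of phage lysis; actives were called in the ten point dose series up to 300 µM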
NTR1 agonist: agonists of NTR1, primary screen, imaging, U2OS cells, beta-arrestin-GFP, high content (AID 493036). Neurotensin receptor type 1 (Homo sapiens), P30989. NTR1-U2OS beta-arrestin-GFP spot imaging, agonist mode. activation, % at 20 µM. 330,000 compounds, 0.17% hits;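 active means activation at or above 40% of the spot to cytoplasm intensity ratio, with at least 20 cells analyzed; inconclusive means wells under 20 cells, flagged as cytotoxic or low count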;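 further: 0% = DMSO without peptide and 100% = 100 nM NTR1 peptide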
Target sequence (P30989 whole entry, looked up): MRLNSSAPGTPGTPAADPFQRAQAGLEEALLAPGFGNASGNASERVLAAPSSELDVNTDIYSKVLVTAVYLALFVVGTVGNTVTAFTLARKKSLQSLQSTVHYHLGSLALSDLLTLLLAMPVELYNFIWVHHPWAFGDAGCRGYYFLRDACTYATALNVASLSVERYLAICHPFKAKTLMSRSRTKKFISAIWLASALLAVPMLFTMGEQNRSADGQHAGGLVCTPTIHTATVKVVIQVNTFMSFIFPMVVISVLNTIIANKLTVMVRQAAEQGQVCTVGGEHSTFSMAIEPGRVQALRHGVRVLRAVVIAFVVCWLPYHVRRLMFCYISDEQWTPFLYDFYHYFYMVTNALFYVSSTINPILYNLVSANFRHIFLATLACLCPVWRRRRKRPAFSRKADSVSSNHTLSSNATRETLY
WT yeast gro inh mutant strain: further read-out of WT yeast gro inh, marked with its call; inhibition, %; mitochondrial fusion phenotypic screen, mutant strain inhibition
Autophagy HCS cell loss 18 h: further read-out of Autophagy HCS, marked with its call; toxicity, %; measured here: cell loss, nuclei count;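 cell loss after 18 h compound exposure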
NTR1 agonist cell count 20 µM: further read-out of NTR1 agonist, marked with its call; cell count; measured here: cell count, cytotoxicity flag
Starred values were filed as active, the others as inactive; i = inactive; ? = inconclusive; . = no result given; + = active, no number; [ ] = remark or other dose. Not a hit list; 2.6% or so of the library scored in one or more.

Molecule	AID2073	Autophagy HCS	Autophagy HCS cell loss 18 h	RSV antiviral HEp-2	Dengue-2 NS5 capping	WT yeast gro inh	WT yeast gro inh mutant strain	GPR35 arrestin U2OS	LYP phosphatase	K1F lysis inhibition	NTR1 agonist	NTR1 agonist cell count 20 µM
COCCNC(=O)CN(Cc1ccccc1)S(=O)(=O)c1ccc2nc(C)sc2c1	3.8%	.	.	1.2%	-6.0%	.	.	-2.9%	-6.2%	0.2%	-0.7	44
O=C(NCCCN1CCOCC1)c1ccc2c(=O)n(CCc3ccccc3)c(=O)[nH]c2c1	4.1%	i	-4.0	-0.1%	-2.5%	-11.0	3.4	-9.5%	-10.4%	0.2%	-2.3	83
CCOCCCNC(=O)C1CCN(C(=O)N(C)C)CC1	6.2%	i	-7.1	0.3%	2.8%	-2.6	-15.7	-3.9%	-6.0%	-0.8%	1.9	66
C[C@H]1CC[C@H]2C(=O)N[C@H](Cc3ccccc3)C(=O)N2[C@@H]1c1ccccc1	-1.9%	i	6.3	-1.4%	.	1.3	1.1	4.5%	0.4%	.	-0.8	69
Cc1noc(C)c1S(=O)(=O)N(C)Cc1ccccc1	-6.8%	i	2.4	-0.5%	-6.5%	-10.3	-5.7	1.9%	-5.6%	2.8%	-1.3	80
COc1ccc(OC)c(S(=O)(=O)n2ccc(C)n2)c1	2.3%	.	.	-0.5%	.	.	.	17.1%	-4.6%	-1.0%	1.2	44
COc1c(Cl)ccc(Cl)c1C(=O)OCC(=O)O	12.5%	i	19.9	-0.1%	-4.9%	-7.9	-3.4	-1.0%	-4.3%	-0.1%	-0.3	45
CCO[C@H]1c2c(ccc3ccc(=O)oc23)OC(C)(C)[C@@H]1O	.	.	.	0.7%	-2.8%	.	.	.	.	1.2%	2.0	56
Cc1[nH]c2ccccc2c1C(c1ccncc1)N1CCCCC1 (stereo not given)	3.2%	i	2.2	-0.3%	-9.0%	-10.1	-4.1	-5.7%	-1.0%	0.4%	1.7	64
Cc1cc(C)c(NC(=O)CN(C)C(=O)CNC(=O)c2cccs2)c(C)c1	.	.	.	0.8%	0.0%	.	.	.	.	0.9%[50 µM]	-1.7	85
CC(=O)c1ccc(OCCOc2ccc(Cl)c3cccnc23)cc1	7.8%	i	-1.0	?	-3.1%	19.9	12.1	2.2%	-2.8%	-0.5%	1.7	47
Cc1ccccc1OCCNc1cc(N2CCNCC2)ccc1[N+](=O)[O-]	-2.7%	i	2.4	?	.	32.9	20.8	-1.8%	-12.4%	.	4.1	38
CCOc1ccc(S(=O)(=O)NCCC(=O)NCC(c2ccccc2OC)N2CCCC2)cc1 (stereo not given)	2.7%	.	.	-1.0%	-1.3%	.	.	-1.4%	-7.0%	0.0%	-1.3	44
C/C(CC1CC2=C(CC1(C)C)C(C)(C)CCC2)=N\NC(N)=S (stereo not given)	-31.9%	+	18.9*	1.4%	-0.7%	76.0*	40.6*	-10.3%	2.4%	0.0%	16.1	54
Nc1nc(SCC(=O)Nc2ncc(C(F)(F)F)cc2Cl)n[nH]1	11.4%	i	14.6	-0.5%	0.7%	1.5	4.7	-19.6%	5.2%	-0.3%	0.7	70
COc1ccccc1-n1cc(C(=O)c2cc(Cl)ccc2O)cc(C#N)c1=O	9.2%	i	-8.1	2.2%	-28.1%	-13.6	-0.6	-5.9%	6.1%	-0.8%	-0.3	91
CC1CN(C(=O)c2nn(C)cc2[N+](=O)[O-])CC(C)O1 (stereo not given)	-3.6%	i	12.9	1.6%	-1.4%	-8.4	-9.4	16.4%	-12.6%	0.3%	-1.1	55
Cn1c(=O)c2c(nc(Br)n2C)n(C)c1=O	2.0%	i	6.3	1.5%	-0.7%	15.4	6.8	0.3%	-9.7%	0.6%	0.2	44
COc1ccc(CNC(=O)Cn2ccc(NC(=O)OCc3ccccc3)nc2=O)cc1	.	.	.	0.8%	1.4%	.	.	.	.	0.8%	3.9	69
CCOc1ccccc1NC(=S)NCc1ccco1	24.6%	i	-1.9	0.6%	-4.8%	3.1	18.7	-0.2%	-1.8%	0.5%	-0.5	84

Sorted by heavy-atom count (low to high): 3 of the compounds above.
Molecule	AID2073	Autophagy HCS	Autophagy HCS cell loss 18 h	RSV antiviral HEp-2	Dengue-2 NS5 capping	WT yeast gro inh	WT yeast gro inh mutant strain	GPR35 arrestin U2OS	LYP phosphatase	K1F lysis inhibition	NTR1 agonist	NTR1 agonist cell count 20 µM
COc1c(Cl)ccc(Cl)c1C(=O)OCC(=O)O	12.5%	i	19.9	-0.1%	-4.9%	-7.9	-3.4	-1.0%	-4.3%	-0.1%	-0.3	45
COc1ccccc1-n1cc(C(=O)c2cc(Cl)ccc2O)cc(C#N)c1=O	9.2%	i	-8.1	2.2%	-28.1%	-13.6	-0.6	-5.9%	6.1%	-0.8%	-0.3	91
COCCNC(=O)CN(Cc1ccccc1)S(=O)(=O)c1ccc2nc(C)sc2c1	3.8%	.	.	1.2%	-6.0%	.	.	-2.9%	-6.2%	0.2%	-0.7	44

More structures follow.
Molecule	AID2073	Autophagy HCS	Autophagy HCS cell loss 18 h	RSV antiviral HEp-2	Dengue-2 NS5 capping	WT yeast gro inh	WT yeast gro inh mutant strain	GPR35 arrestin U2OS	LYP phosphatase	K1F lysis inhibition	NTR1 agonist	NTR1 agonist cell count 20 µM
CSc1nsc(SCC(=O)N2CCCc3ccccc32)n1	1.9%	i	-3.3	7.9%	-1.4%	16.4	11.0	22.9%	-2.7%	-0.1%	1.8	69
CC(C)(C)c1cc(C(=O)N/N=C/c2ccco2)n[nH]1	0.2%	i	-5.5	2.1%	-7.7%	2.1	9.0	3.7%	4.7%	2.2%[50 µM]	4.0	73
COc1ccc([N+](=O)[O-])cc1N(CC(=O)N1CCCCC1)S(C)(=O)=O	2.0%	i	-19.3	-0.7%	-5.2%	-10.7	-8.0	-4.3%	-9.0%	-0.3%	0.9	45
c1ccc2c(c1)COC(CNC1CCCCC1)OC2	5.0%	i	-10.6	-1.1%	-11.1%	-25.6	-18.7	22.2%	-4.1%	-0.1%	0.5	44
Cc1ccc2cc(CN(CC3CCCO3)S(=O)(=O)c3c(C)ccc4nsnc34)c(=O)[nH]c2c1 (stereo not given)	-1.6%	i	-39.1	0.2%	-3.2%	-5.7	16.1	7.0%	-0.5%	0.1%	2.8	47
CCOC(=O)COc1nc(-c2ccc(C)cc2)cc(-c2ccco2)c1C#N	18.9%	.	.	2.5%	-7.8%	.	.	-12.7%	-4.7%	0.2%	4.6	41
CC(=O)Nc1cccc(C(=O)OCC(=O)NCc2ccc(F)cc2)c1	-1.0%	i	-4.7	-0.2%	2.3%	7.2	12.0	-2.2%	-4.2%	0.1%	-0.5	61
CCC1=C2CC[C@H]3C(=O)N(C)C(=O)[C@H]3[C@H]2[C@@]2(Cc3ccccc3)C(=NCC(=O)OC)OC(=O)N2C1=O	3.3%	.	.	0.3%	2.4%	.	.	-3.1%	-4.5%	-0.6%	-2.2	93
COc1cc(/C=N/n2nnnc2N)ccc1OCC#N	19.5%	.	.	3.3%	1.9%	.	.	3.6%	-6.2%	0.6%	1.0	47
Cc1cc(Cl)ccc1NC(=O)CN1CCCC1	-3.8%	.	.	2.5%	.	.	.	1.3%	-10.6%	1.4%	-1.4	86
COC(=O)c1ccc(NC(=O)Cn2c(-c3nonc3N)nc3ccccc32)cc1	38.1%	i	-7.8	1.7%	-17.8%	-12.4	-8.7	-15.7%	-8.2%	0.4%	0.8	51
COc1cc(CN2CCN(c3cccc(C)c3C)CC2)cc(Br)c1O	15.0%	i	-8.8	0.9%	6.2%	3.5	2.5	25.6%	-6.5%	-1.2%	16.7	99
CCN(CC)CC(=O)Nc1nn(-c2ccccc2)nc1C(N)=O	2.7%	i	-3.3	2.9%	-4.0%	1.0	1.6	2.7%	-10.7%	-0.8%	-0.4	85
Cc1cc(Cl)c(S(=O)(=O)NCC2CCCO2)cc1OCC(N)=O (stereo not given)	38.5%	i	-2.6	-0.3%	-1.6%	51.1	8.2	16.1%	-3.3%	0.9%	2.6	54
CCC(C)C(NC(=O)c1ccccc1NC(=O)c1ccccc1)C(=O)N1CCOCC1 (stereo not given)	7.2%	i	-17.6	-0.1%	1.3%	8.6	7.6	8.9%	-7.3%	0.2%	3.8	70
COc1ccc(OC)c(N/C(C)=C/C(=O)c2ccncc2)c1	4.9%	.	.	1.1%	10.3%	.	.	-13.2%	-2.3%	0.2%	0.4	73
O=C(CN1C2=NCCN2c2ccccc21)c1ccc2c(c1)OCO2	2.5%	i	-15.1	0.5%	-4.8%	2.2	-6.0	7.7%	-1.6%	-0.3%	0.6	57
CCCOC(=O)C1=C(C)NC2=C(C(=O)CC(C)(C)C2)C1c1cccnc1 (stereo not given)	8.5%	i	-1.1	1.2%	.	-41.5	-11.9	-5.0%	2.2%	2.7%	-0.2	87
C/C(=N\NC(=O)c1ccc(O)cc1)c1ccc(N2CCOCC2)cc1	-0.4%	i	9.0	3.8%	-1.5%	12.2	9.7	-6.2%	-1.3%	-1.0%	0.5	34
CCOc1ccc(S(=O)(=O)N2CCN(C(=O)c3cc(-c4ccccc4)nn3-c3ccccc3)CC2)cc1	.	.	.	39.6%	0.0%	.	.	.	.	0.7%[50 µM]	4.5	41
COc1ccccc1NC(=O)c1csc2c1CCC(C)C2 (stereo not given)	-5.9%	i	2.8	6.4%	-7.9%	-2.0	-9.1	9.1%	1.2%	-0.9%	4.7	42
CN(C)c1cccc(/C=C(\C#N)c2ccccc2)c1	6.4%	.	.	1.5%	-3.9%	.	.	4.2%	-0.8%	0.0%	4.7	84
CSC1=NC2C(N1)N(C)C(=O)N2C (stereo not given)	2.4%	i	10.8	0.9%	-8.2%	2.8	-1.9	7.8%	5.9%	0.2%[50 µM]	2.9	60
COc1ccc(C(=O)NCc2oc(-c3ccccc3)cc2C(=O)O)cc1	-11.2%	i	23.6	1.2%	2.7%	7.5	-7.2	6.7%	4.3%	1.3%	1.0	48

High-throughput results deposited in PubChem BioAssay by several laboratories.
